FBPA coupling cs: inhibits coupling enzyme system, counter-screen for aldolase hits; coupling enzyme system counterscreen, AmpLite Red fluorescence; activity change, negative = inhibition, % at 58.2 µM, hits read low; 290,000 compounds, 0.67% hits; in the data active means activity change below about -30%; further: on the % scale 0 is the no-effect control and ±100 the full control effect
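Activity here indicates interference with the coupling reaction, not aldolase inhibition. Compounds at 57.5 uM final met coupling enzymes for 10 min at RT; substrate and AmpLite Red detection followed, with a 525/598 nm fluorescence read after 20 min.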
Menin MLL FP TR: inhibitors of human menin-MLL interaction, mutant MLL peptide | O00255 | Menin + Texas Red MLL mutant peptide, fluorescence polarization | Potency, µM (highest dose often 61.6 µM), inactives show at the highest dose FP activity change, negative = inhibition, actives largely listed as inhibitors | 270,000 compounds, 0.23% hits; active means well fitted inhibition curve with a large enough effect in the polarisation, with a control signal flat, not every such curve was filed as active; inconclusive means small, poorly fitted or top-dose-only effect, or effect the other way, or a change in a side signal; inactive means no such curve, though single readings can be large or run the other way; the % refers to the polarisation; further: potency means the concentration at half of the fitted maximal effect; % of control where 0% means no effect; many of its hits are not listed in these tables
hERG WT inh: KCNH2 (human, wildtype) channel inhibition. U2OS, BacMam KCNH2, thallium flux FluxOr; active compounds read low. activity change, % at 1.84 µM. 340,000 compounds, 0.37% hits. AID 720551;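 active means maximum activity change below -70%; inconclusive means maximum activity change between -70% and -50%; inactive means maximum activity change above -50%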; further: on the % scale 0 is the no-effect control and ±100 the full control effect
Target sequence (Q12809 whole entry, looked up): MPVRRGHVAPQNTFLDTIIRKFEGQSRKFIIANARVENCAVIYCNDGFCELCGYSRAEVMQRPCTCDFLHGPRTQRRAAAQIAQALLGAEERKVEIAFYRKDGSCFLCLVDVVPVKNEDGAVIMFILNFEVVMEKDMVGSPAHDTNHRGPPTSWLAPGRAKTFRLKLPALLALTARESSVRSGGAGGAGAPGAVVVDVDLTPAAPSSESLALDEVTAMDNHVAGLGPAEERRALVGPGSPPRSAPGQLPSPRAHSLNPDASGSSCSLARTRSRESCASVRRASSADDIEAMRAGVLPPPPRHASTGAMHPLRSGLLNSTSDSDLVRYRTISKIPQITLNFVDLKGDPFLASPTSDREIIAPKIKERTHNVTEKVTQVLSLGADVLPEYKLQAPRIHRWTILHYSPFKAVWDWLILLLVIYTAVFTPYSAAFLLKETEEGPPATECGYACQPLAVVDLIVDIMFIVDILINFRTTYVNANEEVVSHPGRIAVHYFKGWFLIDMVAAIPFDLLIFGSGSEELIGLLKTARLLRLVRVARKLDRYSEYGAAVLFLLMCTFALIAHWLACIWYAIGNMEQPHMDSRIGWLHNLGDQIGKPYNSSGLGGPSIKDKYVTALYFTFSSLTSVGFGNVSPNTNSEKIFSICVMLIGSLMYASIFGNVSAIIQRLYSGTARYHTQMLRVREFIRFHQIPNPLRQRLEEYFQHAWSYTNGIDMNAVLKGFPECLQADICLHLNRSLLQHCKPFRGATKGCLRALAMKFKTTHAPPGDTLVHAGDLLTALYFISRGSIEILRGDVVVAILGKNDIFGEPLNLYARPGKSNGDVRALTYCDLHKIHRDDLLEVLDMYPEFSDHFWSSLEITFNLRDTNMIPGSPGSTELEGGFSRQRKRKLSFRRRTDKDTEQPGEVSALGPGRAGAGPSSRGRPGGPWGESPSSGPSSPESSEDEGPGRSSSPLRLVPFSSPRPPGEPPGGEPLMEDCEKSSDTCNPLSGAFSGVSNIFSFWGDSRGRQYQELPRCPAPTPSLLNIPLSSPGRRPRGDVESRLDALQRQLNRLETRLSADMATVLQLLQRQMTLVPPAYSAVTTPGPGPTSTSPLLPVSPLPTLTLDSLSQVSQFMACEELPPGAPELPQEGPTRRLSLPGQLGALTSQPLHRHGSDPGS
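U2OS cells transduced with wild-type KCNH2 virus are loaded with FluxOr dye for 45 min, and thallium flux is measured in kinetic reads before and after stimulation buffer. Rate constants are normalized to DMSO controls.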
PKM2 act: increases activity of human pyruvate kinase M2. P14618. purified PKM2, Kinase-Glo ATP luminescence, activation; response scale: 0% is enzyme alone, no compound. Potency, µM (titrated, usually from 57.5 µM), without a hit: at the top dose activation, actives largely listed as activators. 260,000 compounds, 0.34% hits; further: potency means the concentration at half of the fitted maximal effect; on the % scale 0 is the no-effect control and ±100 the full control effect; nearly all actives have a fitted effect of over 55% in size
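hPK-M2, >95% pure; 0.1 mM ADP / 0.5 mM PEP final; imidazole pH7.2 buffer w/ 7 mM MgCl2, 50 mM KCl; 1 h RT; Kinase-Glo lum. Intermediate enzyme activity for dual inhibitor/activator qHTS.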
KCNH2 3.1 block: KCNH2 3.1 (human) potassium channel inhibition; 340,000 compounds, 0.95% hits; U2OS KCNH2 3.1, thallium flux FluxOr; active compounds read low; activity change, % (tested at about 1.8 µM);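 active means maximum activity change below -70%; inconclusive means maximum activity change from -70% to -50%; inactive means maximum activity change above -50%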;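 further: thallium influx rate constant from kinetic fluorescence after stimulation buffer; on the % scale 0 is the no-effect control and ±100 the full control effect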
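Thallium flux read-out: FluxOr dye with Red40 quencher in HBSS/HEPES, 45 min at RT. Rate constants from kinetic reads were normalized to positive and negative DMSO controls. Cells: U2OS virally expressing the 3.1 isoform.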
B2AR arrestin: agonists driving beta-arrestin recruitment to human beta2-adrenergic receptor; P07550; beta-arrestin recruitment to beta2AR, cell-based reporter; Potency, µM (highest dose often 46.1 µM), for the others: at the highest dose activation, usual class: activators; 330,000 compounds, 0.02% hits; AID 492947;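 further: potency means the concentration at half of the fitted maximal effect; 0% = DMSO controls and full agonism = EC100 isoproterenol or metaproterenol; nearly all actives have a fitted effect of over 65% in size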
Giardia kill: Giardia lamblia killing | AID 540267 | activity change, % at 7.66 µM, hits read low | Giardia lamblia trophozoite viability | 340,000 compounds, 0.15% hits; in the data active means activity change below about -80%; inconclusive means between about -30% and that limit;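 further: parasites exposed to compound for two days anaerobically before the ATP read; on the % scale 0 is the no-effect control and ±100 the full control effect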
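Trophozoites 100 cells/well + cpd; 48 hrs, 37 deg C, anaerobic. ATPLite 1-Step added, 15-30 min RT, luminescence read (ATP-based viability).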
TRPV1 ag: activates the human vanilloid receptor TRPV1; AID 540275; activation, % at 8.33 µM; Q8NER1; TRPV1-expressing cells, Fluo-8 calcium influx, agonist mode; 320,000 compounds, 0.19% hits; in the data active means activation above about 80%; inconclusive means between about 30% and that limit; further: 0% is about no effect
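Fluo-8 calcium influx in TRPV1-expressing cells, kinetic read (ex 480/em 520 nm). Compound added and read 3 min for agonist activity, followed by capsaicin at EC20 final and 2 min further read for enhancement.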
USP2a block: inhibitors of human ubiquitin-specific protease USP2a; O75604; USP2 core, Ub-CHOP2 coupled fluorogenic reporter, 485/531; Potency, µM (titrated, usually from 38.3 µM), without a hit: top-dose activity change, negative = inhibition, hits mostly inhibitors; 330,000 compounds, 0.01% hits;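 further: potency means the concentration at half of the fitted maximal effect; plate controls were DMSO wells for no effect and full inhibition by NEM control for full effect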
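Cell-free coupled assay: 10nM USP2 core preincubated 30min RT with compound in Tris-HCl pH 8.0/CaCl2/CHAPS buffer, then 25nM Ub-CHOP2 and 25nM reporter substrate; fluorescence (Ex 485/Em 531) read after 60min RT, normalized to NEM inhibition, concentration-response curves fitted.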
GALK inh: galactokinase (human) inhibition | Potency, µM (top dose mostly 57.5 µM), for inactives: at the top dose activity change, negative = inhibition, hits mostly inhibitors | 270,000 compounds, 0.007% hits | Purified GALK, Kinase-Glo residual ATP luminescence | AID 1868; further: potency means the concentration at half of the fitted maximal effect; on the % scale 0 is the no-effect control and ±100 the full control effect
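Compounds were pin-transferred into ATP buffer (35 uM final), then GALK plus galactose (5 nM, 100 uM final) was added. After 1 h at room temperature, Kinase-Glo Plus was added and luminescence read after 10 min.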
CXXC DNA block: blocks binding of human MLL CXXC domain to DNA. Q03164. MLL-CXXC / FITC-HOXA9 DNA fluorescence polarization. Potency, µM (titrated, usually from 115 µM), for the others: at the top dose activity change, negative = inhibition, most hits filed as inhibitors. 290,000 compounds, 0.037% hits; active means well fitted inhibition curve with a large enough effect in the polarisation, with a control signal flat, not every such curve was filed as active; inconclusive means small, poorly fitted or top-dose-only effect, or effect the other way, or a change in a side signal; inactive means no such curve, though single readings can be large or run the other way; the % refers to the polarisation; further: potency means the concentration at half of the fitted maximal effect
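Fluorescence polarization: 7 uM MLL-CXXC (stock) preincubated 5 min with compounds, then 50 nM fluorescein-HOX-A9 DNA (stock) added; 30 min ambient. Buffer 50 mM Tris-HCl pH 7.5, 50 mM NaCl, 1 mM DTT, 0.05% BSA.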
* = called active by the depositor; ? = inconclusive; · = no result given; [ ] = remark or other dose. Unless noted, the call rests on the fitted dose curve; in most records, active means well fitted curve in the direction sought with a large enough effect; inconclusive means small, poorly fitted or top-dose-only effect, or another doubt; inactive means no such curve, though single readings can be large; an effect the other way counts as inactive or inconclusive. Only part of the results is shown (hit frequency here may not be typical).

SMILES	FBPA coupling cs	Menin MLL FP TR	hERG WT inh	PKM2 act	KCNH2 3.1 block	B2AR arrestin	Giardia kill	TRPV1 ag	USP2a block	GALK inh	CXXC DNA block
O=c1[nH]c(CO)nc2c1oc1ccccc12	1	-9%	1	4%	4	-1.6%	-12	1	6%	0%	0%
CC1=C(C(=O)OC2CCCC2)C(c2ccc(C)o2)C2=C(CC(c3cccs3)CC2=O)N1 (stereo not given)	-2	-15%	9	12%	1	-1.5%	1	-1	0%	1%	-4%
O=[N+]([O-])c1cccc(S(=O)(=O)Nc2cccc(-c3ccc(N4CCCC4)nn3)c2)c1	·	·	5	·	0	0.2%	-12	1	2%	·	·
Cc1noc(C(C)C)c1C(=O)Nc1ccc(-c2nnc3n2CCCCC3)cc1	·	·	-7	·	5	0.2%	3	0	-1%	·	·
CCNC(=O)NC(=O)C(C)Oc1ccc(C(=O)OC)cc1 (stereo not given)	8	1%	-9	0%	-8	0.0%	-23	1	4%	2%	11%
COc1ccc(CN(C(=O)c2ccco2)c2ccc(C)cc2)cc1OC	18	-20%	-6	-1%	4	-0.7%	11	?	0%	1%	5%
CCN(CC)S(=O)(=O)c1ccc2c(c1)c(=O)c(C(=O)N1CCOCC1)cn2C	0	-2%	-4	0%	-44	-0.1%	6	-1	0%	-1%	-5%
COc1cc(S(=O)(=O)N2CCN(c3ccccn3)CC2)ccc1Br	9	3%	-5	0%	1	-0.2%	-12	?	2%	-3%	-3%
O=C(CN1C(=O)NC2(CCCC2)C1=O)N1CCN(S(=O)(=O)c2ccccc2)CC1	-2	14%	-3	0%	-4	-1.0%	-8	0	5%	0%	2%
CCN(CC)c1cc(C)c2cc(NC(=O)c3ccc(Br)o3)ccc2n1	-7	33%[activator]	2	0%	?	-0.1%	-10	?	1%	·	14%
COCCN(C(=O)CNC(=O)c1ccco1)C(C(=O)NC1CCCC1)c1ccc(F)cc1 (stereo not given)	0	0%	1	·	5	0.2%	-9	-1	4%	0%	7%
C[C@H](CO)N1C[C@H](C)[C@@H](CN(C)C(=O)Nc2ccc(C(F)(F)F)cc2)Oc2ccc(NS(=O)(=O)c3ccccc3)cc2C1=O	·	·	10	·	-47	-0.2%	0	·	1%	·	·
Cc1cc(C)cc(N(CC(=O)N2CCOCC2)S(=O)(=O)c2ccccc2)c1	2	-5%	15	-6%	-31	-0.6%	23	19	-1%	-2%	-7%
CC1=N/C(=C/c2ccc([N+](=O)[O-])cc2)C(=O)N1c1ccc(Cl)cc1Cl	0	7%	10	-3%	-7	-0.1%	-12	-7	9%	-2%	2%
CCOC(=O)C1CCN(C(=O)COc2ccc(Br)cc2Br)CC1	4	-16%	-1	5%	-24	0.2%	36[activator]	?	-3%	1%	-5%
CCCc1nc(-c2ccccc2)c(-c2ccc(OC)c(OC)c2)c(=O)[nH]1	2	-11%	1	-2%[11.5 µM]	5	-0.2%	5	2	-1%	6%	-8%
COc1ccc(-c2cc(C(=O)NCc3cn(C)nc3C)c3ccccc3n2)cc1OC	-1	-1%	6	0%	10	1.0%	5	6	-4%	1%	1%
CCC12CN3CC(CC)(CN(C1)C3c1ccccc1Cl)C2O (stereo not given)	-1	5%	-7	-5%	-8	0.4%	12	3	3%	3%	0%
O=C(Nc1nnc(/C=C/c2ccccc2)s1)c1ccco1	5	·	0	-5%	-9	0.4%	7	3	1%	1%	-10%
O=C(N[C@H]1CC1c1ccccc1)c1ccc([N+](=O)[O-])cc1 (stereo not given in full)	3	·	1	4%	37	-0.1%	-2	?	3%	-1%	11%
O=C(COc1ccc(Cl)cc1)N/N=C/c1cccc2cccnc12	·	·	6	0%	·	-1.0%	18	0	2%	0%	-3%
CN(Cc1ccccc1)C(=O)c1ccc(NC(=O)Cc2cccc(NC(=O)C3CCN(C(=O)C4CCCCC4)CC3)c2)cc1	·	·	7	·	30	0.1%	-8	2	3%	·	·
CCOC(=O)CN(C(=O)CSc1nnc(-c2ccc(OC)c(OC)c2)o1)c1ccc(F)cc1	2	-2%	25	-8%	27	0.3%	-28	4	0%	0%	-3%
CCOc1cc(C(=O)N/N=C/C2CC=CCC2)cc(OCC)c1OCC (stereo not given)	2	-15%	11	-15%	-3	3.5%	-3	7	2%	1%	9%
CCC(C)[C@H](NC(=O)Nc1ccccc1F)C(=O)OC (stereo not given in full)	0	·	3	-3%	14	0.4%	-9	·	3%	2%	-4%
CCC(C)NCCOCCOc1ccc(Br)cc1 (stereo not given)	1	-7%	21	-1%	3	0.0%	-23	0	-2%	4%	6%
Cc1ccc(CN(C)C(=O)c2cccc(S(=O)(=O)N3CCN(Cc4ccccc4)CC3)c2)o1	·	·	-7	·	-5	0.1%	-1	18	1%	·	·
CCCc1c(C)nc(N2CCN(c3ccccc3OC)CC2)[nH]c1=O	0	-12%	-6	1%	-6	-0.2%	10	-2	-1%	5%	-11%
CC1CN(C(=O)c2c([N+](=O)[O-])cnn2C)CC(C)O1 (stereo not given)	3	-11%	1	-1%	17	-0.3%	-1	5	1%	1%	4%
CC1CN(C(=O)c2cccc(Oc3ccccc3)c2)CC(C)O1 (stereo not given)	6	-10%	18	-3%	16	-0.7%	-20	13	-2%	-3%	-1%
COc1cc2c(cc1OC)C(C(=O)NCC1COc3ccccc3O1)C(c1cccnc1)N(C)C2=O (stereo not given)	0	-11%	26	1%	25	-0.3%	6	1	0%	0%	-1%
O=C(Nc1cccc([N+](=O)[O-])c1)Nn1cnnc1	·	·	-11	1%	14	-0.4%	-9	12	-1%	-7%	11%
CC(/C=C1\SC(=O)N(CCCC(=O)O)C1=O)=C\c1ccccc1	10	9%	1	-1%	-4	-0.9%	-2	2	4%	0%	12%
O=C(CCC(=O)N1CCOc2ccccc21)NCc1ccccn1	-1	-12%	9	6%	-4	0.4%	3	-1	-2%	·	·
CCn1c(SCC(=O)N2CC(C)OC(C)C2)nc2c([nH]c3ccccc32)c1=O (stereo not given)	·	·	-1	11%	-13	0.3%	-4	23	0%	-3%	0%
CCc1ccc(-c2cc3c(=O)n(CC(=O)NCCCN4CCN(Cc5ccccc5)CC4)nc(C)n3n2)cc1	·	·	15	·	?	0.2%	-1	0	-1%	-3%	4%
CC(C)(Oc1ccc(Cl)cc1)C(=O)NC1=NN(c2ccccc2)C(=O)C1	0	?	4	1%	2	-0.2%	13	-1	-15%	2%	1%
Cc1ccc(S(=O)(=O)c2cc3c(=O)n4ccccc4nc3n(CCc3ccccc3)c2=N)cc1	0	28%	6	·	-3	-0.2%	-21	-1	14%	7%	-3%
COc1ccc(NC(=O)C(C)Sc2nnc(C3CC3)n2C2CC2)cc1 (stereo not given)	·	·	0	·	3	0.0%	-7	-1	-1%	·	·
Clc1ccc(-n2nnnc2CN2CCOCC2)cc1	0	·	-5	2%	-5	-0.3%	-7	·	3%	-4%	6%
Cc1cccn2c(=O)nc(SCC(=O)c3ccccc3)nc12	·	·	-16	·	-6	-0.2%	-25	1	2%	·	·
CCC(C)N1C(=O)S/C(=C/c2ccc(Sc3nc4ccccc4[nH]3)o2)C1=O (stereo not given)	-6	-3%	-29	2%	-14	0.4%	-11	?	-1%	-1%	-1%
COCCN(C(=O)COC(=O)CCOc1ccccc1C)c1c(N)n(Cc2ccccc2)c(=O)[nH]c1=O	·	·	-2	·	-8	0.3%	7	-4	3%	·	·
CC1CCCN(C(=O)CNS(=O)(=O)c2cccs2)C1 (stereo not given)	-3	0%	0	0%	-5	0.4%	-3	4	0%	4%	?
COc1ccc(/C=N/OCc2nc3c4c(ncn3n2)Oc2ccc3ccccc3c2C4c2ccccc2)cc1 (stereo not given)	1	?	-17	-1%	-4	0.8%	-21	1	11%	-1%	2%
Cc1cc(C)n(CCCNC(=O)c2ccco2)n1	·	·	2	·	6	0.0%	-2	1	1%	·	·
O=C(c1ccc(F)cc1)N1CCN2C(=O)c3ccccc3C12c1ccc(Cl)cc1 (stereo not given)	-4	0%	4	-2%	-5	-0.4%	19	6	2%	-1%	-2%

Screening results: PubChem, National Center for Advancing Translational Sciences (NCATS)
